# AmpC inh detg: inhibitors of E. coli AmpC beta-lactamase with detergent; AmpC hydrolysis of nitrocefin, absorbance 480 nm, 0.01% Triton; Potency, µM (series often up to 114 µM), for inactives: top-dose activity change, negative = inhibition, hits mostly inhibitors; 0.041% of 370,000 active;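 also: potency is read from the fitted curve at half-maximal effect; 0% = no-compound wells and -100% = no-enzyme wells; nearly all actives have a fitted effect of over 25% in size; some results filed as inactive show a strong effect at the top dose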
# Target sequence (P00811 whole entry, looked up): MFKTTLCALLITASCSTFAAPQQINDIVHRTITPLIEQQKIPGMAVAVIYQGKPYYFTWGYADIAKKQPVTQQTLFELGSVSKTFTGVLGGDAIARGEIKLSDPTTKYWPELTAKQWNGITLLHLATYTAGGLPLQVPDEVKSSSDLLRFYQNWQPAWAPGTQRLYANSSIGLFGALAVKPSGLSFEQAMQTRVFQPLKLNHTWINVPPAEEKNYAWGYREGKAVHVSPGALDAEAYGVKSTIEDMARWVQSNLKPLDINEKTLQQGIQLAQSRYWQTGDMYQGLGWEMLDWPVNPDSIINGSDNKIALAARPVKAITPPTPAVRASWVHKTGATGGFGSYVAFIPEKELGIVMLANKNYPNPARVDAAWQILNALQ
#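 AmpC (5.3 nM in the dispensed reagent) in 20 mM phosphate pH 7.0 with 0.01% (detergent screen) or 0.0001% Triton X-100 was preincubated with compounds for 15 min at room temperature. Nitrocefin was then added from an 800 uM solution, and hydrolysis was followed at 480 nm.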
# Tb PYK inh: inhibitors of Trypanosoma brucei pyruvate kinase; 0.12% of 410,000 active; TbPYK enzyme, Kinase-Glo Plus ATP luminescence, 45 min; Potency, µM (top dose mostly 76.8 µM), for inactives: at the highest dose activity, negative = inhibition, actives largely listed as inhibitors; Q57TT1; also: potency is read from the fitted curve at half-maximal effect; nearly all actives have a fitted effect of over 50% in size
#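 TbPYK + substrate in 50 mM TEA pH 7.2, 100 mM KCl, 10 mM MgCl2, 0.05% BSA, 0.01% Tween-20; cpd pinned; ADP 130 uM final; 45 min RT; Kinase-Glo Plus 10 min; luminescence endpoint.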
# AmpC no deterg: blocks E. coli AmpC beta-lactamase in detergent-free assay. AmpC nitrocefin hydrolysis, absorbance 480 nm, 0.0001% Triton. Potency, µM (highest dose often 57.1 µM), for inactives: at the highest dose activity change, negative = inhibition, usual class: inhibitors. 0.52% of 330,000 active;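 also: potency is read from the fitted curve at half-maximal effect; plate controls were no compound for no effect and no enzyme for full effect; nearly all actives have a fitted effect of over 20% in size; some results filed as inactive show a strong effect at the top dose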
#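 AmpC (5.3 nM in the dispensed reagent) in 20 mM phosphate pH 7.0 with 0.01% (detergent screen) or 0.0001% Triton X-100 was preincubated with compounds for 15 min at room temperature. Nitrocefin was then added from an 800 uM solution, and hydrolysis was followed at 480 nm.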
# Sm TGR block: S. mansoni TGR enzyme inhibition; purified TGR, DTNB reduction, TNB absorbance 405 nm; Potency, µM (titrated, usually from 114 µM), inactives show at the highest dose activity change, negative = inhibition, most hits filed as inhibitors; 3% of 360,000 active; also: potency is read from the fitted curve at half-maximal effect; nearly all actives have a fitted effect of over 60% in size
#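 Kinetic colorimetric format: TGR-catalysed, NADPH-driven DTNB reduction monitored via TNB absorbance. Enzyme dispensed at 20 nM; compound exposure 15 min at room temperature before reaction start.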
# AMA1 RON2 block: inhibitors of Plasmodium falciparum AMA1-RON2 interaction; AlphaScreen AMA1-biotinylated RON2 peptide binding; Potency, µM (titrated, usually from 58.2 µM), for the others: top-dose activity change, negative = inhibition, actives largely listed as inhibitors; 0.2% of 360,000 active; AID 720542;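 also: potency is read from the fitted curve at half-maximal effect; 0% = vehicle wells and -100% = peptide control; nearly all actives have a fitted effect of over 45% in size; some results filed as inactive show a strong effect at the top dose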
#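 AMA1 (3D7) with his tag at 25 nM final met compounds first, then biotinylated RON2 peptide at 25 nM; detection used donor plus acceptor beads, 10 µg/mL apiece, read by AlphaScreen after 30 min at room temperature.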
# LmPK inhibitor: LmPK (Leishmania mexicana) enzyme inhibition; Q27686; purified LmPK, Kinase-Glo ATP luminescence, 1 h; Potency, µM (series often up to 57.5 µM), for inactives: top-dose activity change, negative = inhibition, most hits filed as inhibitors; 0.37% of 290,000 active; AID 1721; also: potency is read from the fitted curve at half-maximal effect
# Target sequence (Q27686 whole entry, looked up): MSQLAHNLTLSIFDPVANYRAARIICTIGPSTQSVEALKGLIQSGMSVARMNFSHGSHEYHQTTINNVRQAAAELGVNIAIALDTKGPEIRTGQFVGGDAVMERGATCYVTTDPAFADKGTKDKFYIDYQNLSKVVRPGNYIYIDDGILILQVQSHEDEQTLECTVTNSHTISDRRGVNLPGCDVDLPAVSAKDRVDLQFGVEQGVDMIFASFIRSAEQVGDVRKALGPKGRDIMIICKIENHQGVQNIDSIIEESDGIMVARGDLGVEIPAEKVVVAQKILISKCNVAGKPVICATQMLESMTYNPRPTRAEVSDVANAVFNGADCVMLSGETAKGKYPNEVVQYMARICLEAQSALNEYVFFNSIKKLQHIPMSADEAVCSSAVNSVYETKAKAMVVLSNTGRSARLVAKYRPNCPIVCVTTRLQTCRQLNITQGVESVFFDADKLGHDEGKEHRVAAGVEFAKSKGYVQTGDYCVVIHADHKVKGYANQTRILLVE
#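 In 50 mM imidazole pH 7.2 with 7 mM MgCl2, LmPK (0.1 nM) turned over PEP (0.5 mM) and ADP (0.1 mM) for 1 h at room temperature. Luciferase read-out of ATP.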
# HCMV antiviral: blocks human cytomegalovirus replication. HFF cells, HCMV-luciferase reporter, 72 h; active compounds read low. 4.5% of 410,000 active. AID 1259415. activity change, negative = inhibition, % at 57.5 µM; in the data active = activity change below about -60%; inconclusive = no clear call, values can overlap the other calls; inactive = above about -39%
#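 Human foreskin fibroblasts infected with luciferase-reporter HCMV at MOI 1 PFU/cell, compounds at two doses. Luciferase measured 72 h post infection; normalized to buffer-only basal and Salinomycin (10uM) controls.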
# * marks the source's active call; other numbers are inactive results; ? = inconclusive; . = no result given; [ ] = another dose, or the depositor's remark. Unless noted, calls follow the shape of the dose curve; as a rule, active = well fitted curve in the direction sought with a large enough effect; inconclusive = small, poorly fitted or top-dose-only effect, or another doubt; inactive = no such curve, though single readings can be large; an effect the other way counts as inactive or inconclusive. Unless noted, % is scaled to controls: 0 for no effect and ±100 for the full control effect.
structure | Sm TGR block | AmpC inh detg | AMA1 RON2 block | Tb PYK inh | AmpC no deterg | LmPK inhibitor | HCMV antiviral
CN1CCN(NC(=S)Nc2ccc(Oc3ccccc3)cc2)CC1 | ? | 3% | ? | 0% | 45% | -2% | -67*
N#C/C(=C/C1=C(N2CCOCC2)C(=C/c2ccc(Cl)cc2)/CC1)C(=O)Nc1ccccc1F | . | . | -20% | -25% | . | . | -1
C/C(=N\NC(=O)c1c(Cl)c(C)nn1C)c1ccc(NC(=O)C2CCC2)cc1 | 0% | -10% | 69%[activator] | 2% | 56% | -4% | 61
CC(=O)O[C@H]1CC[C@H]2[C@@H]3CCc4cc(O)ccc4[C@H]3CC[C@]12C | -1% | -9% | -7% | 9% | -42% | -2% | .
CCOC(=O)C1=C(C)c2ccccc2OC1(C(=O)OCC)C(C)C (stereo not drawn) | . | . | 34%[activator] | -6% | 23% | . | -17
CCOc1ccc(N(C)C(CNS(=O)(=O)c2ccccc2)c2ccccc2)cc1 (stereo not drawn) | 4% | 25% | . | 1% | . | . | -1
CN(C)c1ccc(NC(=O)CCn2c(=S)oc3ccccc32)cc1 | -9% | -4% | -16% | 0% | -35% | -4% | -28
N#CCCN(C(=O)COC(=O)CNC(=O)c1ccc(-c2ccccc2)cc1)c1ccc(F)cc1 | -3% | ? | -1% | 3% | 168%[activator] | . | -13
O=C(/C=C/c1ccco1)NCC(=O)N/N=C/c1ccc(Cl)cc1 | 14µM* | 4% | 0% | -5% | -24% | 1% | ?
Cc1cccc(N2CCN(C(=O)c3ccc4c(c3)CCN4S(=O)(=O)c3ccccc3)CC2)c1C | 5% | 18% | . | 0% | . | . | -26

# 3 compounds picked at random from the list so far:
structure | Sm TGR block | AmpC inh detg | AMA1 RON2 block | Tb PYK inh | AmpC no deterg | LmPK inhibitor | HCMV antiviral
N#C/C(=C/C1=C(N2CCOCC2)C(=C/c2ccc(Cl)cc2)/CC1)C(=O)Nc1ccccc1F | . | . | -20% | -25% | . | . | -1
C/C(=N\NC(=O)c1c(Cl)c(C)nn1C)c1ccc(NC(=O)C2CCC2)cc1 | 0% | -10% | 69%[activator] | 2% | 56% | -4% | 61
CN(C)c1ccc(NC(=O)CCn2c(=S)oc3ccccc32)cc1 | -9% | -4% | -16% | 0% | -35% | -4% | -28

# Remaining list, next part:
structure | Sm TGR block | AmpC inh detg | AMA1 RON2 block | Tb PYK inh | AmpC no deterg | LmPK inhibitor | HCMV antiviral
CCCn1nc(NC(=O)c2ccccn2)c2cc3cc(C)ccc3nc21 | -1% | 3% | 38%[activator] | -7% | 0% | 0% | 85
CNC(=S)NNC(=O)c1sc(-c2cc(C)on2)nc1C | 11% | 3% | 77%[activator] | -9% | -38% | -16% | 8
COCCSc1ccccc1C(=O)Nc1cc(C)on1 | 7% | 0% | -1% | 1% | -11% | 9% | 33
Cc1cc(-c2nnc3sc(C4CCCCC4)nn23)n[nH]1 | 7% | ? | -3% | 2% | -19% | 8% | -25
CC(=O)Nc1ccc(N(C(=O)Cc2c[nH]c3ccccc23)C(C(=O)NC2CCCCC2)c2ccco2)cc1 (stereo not drawn) | -21% | -13% | -5% | -10% | 1% | 3% | ?
O=S1(=O)CCC(N=Cc2cc(Br)ccc2O)C1 (stereo not drawn) | 1% | 3% | 7% | -7% | -36% | -16% | 37
COc1ccc(C(CNc2ccc(C(F)(F)F)cn2)N(C)C)cc1OC (stereo not drawn) | -19% | -6% | 0% | -2% | 35% | 0% | ?
Cc1ccc(/C=C/C(=O)C2C(=O)c3ccccc3C2=O)cc1 | -26% | ? | 7% | -9% | -35% | -2% | 121
O=C(CCc1ccccc1)N1CCN(Cc2ccc(F)cc2Cl)CC1 | 13% | 20% | 12% | -1% | 163%[activator] | 4% | -30
COc1ccc(CCNCc2ccc(OCc3ccc(Cl)nc3)c(OC)c2)cc1OC | -4% | 1% | -7% | -1% | 15% | -3% | -25
CCC(C)(C(=O)NC1CCCC1)N(Cc1ccco1)C(=O)Cc1cccs1 (stereo not drawn) | -4% | ? | -17% | 4% | 13% | 5% | -13
COc1cccc(NC(=O)CN(C)C(=O)Cn2cnc3ccccc3c2=O)c1 | -21% | 0% | 6% | 0% | -5% | . | -13
O=C(CC1CCCCC1)NCC1CCCO1 (stereo not drawn) | 6% | 1% | 3% | -4% | . | -2% | 28
O=C(CC1CC2CCC1C2)N1CCN(S(=O)(=O)c2ccc(F)cc2)CC1 (stereo not drawn) | . | . | -1% | -1% | . | . | ?
COc1ccc(Nc2nc(C)cc(C)n2)cc1Cl | -8% | -6% | -16% | -1% | 38% | 1% | 10
O=C(O)CC(=O)Nc1ccccc1C(=O)O | -25% | -4% | -7% | 4% | 5% | 4% | 10
O=C(NN1C(=O)c2ccc(-c3ccc4c(c3)C(=O)N(NC(=O)c3cccnc3)C4=O)cc2C1=O)c1cccnc1 | -6% | -1% | 4% | 4% | 0% | 4% | -77*
CC(C)=CCN1CCN(Cc2cccn2-c2ncccn2)CC1CCO (stereo not drawn) | . | -2% | 3% | 2% | -23% | -1% | -25
COc1ccc2c(CN(C)c3ccccc3)cc(=O)oc2c1 | ? | -5% | -5% | -3% | -36% | 13% | 72
CCN(CC)CCC(c1ccc2c(c1)OCO2)c1c(OC)cc(OC)c2c(-c3ccccc3)cc(=O)oc12 (stereo not drawn) | 2% | 1% | -9% | 0% | 191%[activator] | 2% | -25
O=C(CCCC1=NS(=O)(=O)c2ccccc2N1)OCc1ccc(Cl)cc1 | -13% | -4% | 0% | -5% | -29% | -1% | -13
Cn1c(C(=O)NCCc2ccccc2)cc2cc(S(=O)(=O)N3CCCCC3)ccc21 | 1% | 15% | . | 0% | . | . | -22
C/C=C/c1ccc(OCCOc2ccc(C=O)cc2OC)c(OC)c1 | 2% | 5% | -4% | 0% | 14% | 3% | -1
O=C(Cn1cnc2ccccc21)c1ccccc1 | -21% | ? | 14% | -5% | -9% | 1% | 24
O=S(=O)(c1ccc(Br)cc1)c1nc(-c2ccccc2)oc1NCCN1CCOCC1 | -5% | -3% | -17% | 1% | 30% | -3% | -3
COC(=O)c1c(C)oc(C)c1S(=O)(=O)NCc1ccc(Cl)cc1 | -12% | 0% | -2% | 0% | 3% | 0% | -3
COc1ccccc1N1CCN(c2ncc3c(n2)CCN(Cc2ccccc2C)C3)CC1 | 1% | -3% | . | 3% | . | . | -6
CSc1ccc(S(=O)(=O)NC2CCCCC2)cc1 | -17% | 2% | 0% | -17% | -52% | 4% | -15
O=C(NCCOCCn1c(=O)oc2ccccc21)Nc1ccc(F)cc1F | 0% | 27% | . | 1% | . | . | 5
Cc1cc(C)n2nc(S(=O)(=O)N(C)Cc3ccccc3)nc2n1 | -20% | ? | -7% | -2% | -10% | 2% | 11
Cc1ccc(S(=O)(=O)N2CCCC2C(=O)OCc2nc3sc(C)c(C)c3c(=O)[nH]2)cc1 (stereo not drawn) | -5% | -3% | 58%[activator] | -9% | -28% | 3% | -12
N#Cc1cc(NC(=O)c2ccc(F)cc2)c(=O)n2c1[nH]c1ccccc12 | 1% | -4% | . | . | -21% | -1% | .
COc1ccc(N2C(=O)c3ccccc3NC23C(=O)N(C)c2ccccc23)cc1 (stereo not drawn) | 8% | -2% | -8% | -9% | -15% | 1% | 19
CCc1nc2ccccc2n1CC(=O)NC1CCS(=O)(=O)C1 (stereo not drawn) | . | . | 16% | -3% | -8% | . | 19
CN(CCCNC(=O)C1CCC(CNS(=O)(=O)c2ccccc2)CC1)Cc1ccccc1 (stereo not drawn) | 7% | 0% | -9% | 0% | 31% | -6% | -40
C#CCOCCOCCOCCNc1nc(N2CCN(C(=O)Cn3cc(CCO)nn3)CC2)nc(N2CCN(C(=O)[C@H]([C@@H](C)CC)n3cc(CCCCN)nn3)CC2)n1 | . | . | -3% | -2% | . | . | -28
Cc1ccc(C)c(NC(=S)NCCc2cnc[nH]2)c1 | -31% | 0% | 15% | -3% | -24% | 0% | 7
COc1ccc(CC(=O)OC(C)CN2CCCC2)cc1 (stereo not drawn) | -1% | -9% | -13% | 0% | -15% | 3% | 25
Cc1ccccc1C(=O)NC(=S)Nc1sc2c(c1C#N)CCC(C)C2 (stereo not drawn) | -17% | -6% | 23% | 0% | -36% | 5% | 36
Cc1cc(C(=O)COC(=O)c2nn(C)c(=O)c3ccccc23)c(C)n1C | . | . | -1% | 0% | . | . | -28
CCOCCn1c(=O)c2c(nc3n2CC(C)CN3CCc2ccccc2)n(C)c1=O (stereo not drawn) | -8% | -13% | -5% | -3% | 135%[activator] | 8% | -15
c1ccc(-c2cc3c(N4CCN(c5ccccc5)CC4)ncnc3s2)cc1 | 12% | -3% | -29% | 1% | -27% | 5% | -28
CC1Cc2ccccc2N1S(=O)(=O)c1nnc(NC(=O)c2cccc(F)c2)s1 (stereo not drawn) | -1% | 2% | . | 0% | . | . | -31
CCOC(=O)N1CCN(CC(=O)Nc2c(C(=O)OC)[nH]c3cc(C)ccc23)CC1 | 0% | 4% | 0% | -3% | 47% | -3% | 48
CC(C)=CCCC(C)CN1CCC(N2CCC(C(=O)N3CCCC3)CC2)CC1 (stereo not drawn) | 6% | -10% | 4% | -5% | -1% | 8% | ?
Cc1cc(C)c2nc(N(CCCN(C)C)C(=O)c3ccc(S(=O)(=O)N4CC(C)OC(C)C4)cc3)sc2c1 (stereo not drawn) | 2% | 0% | -3% | 3% | 238%[activator] | . | -20
Cc1cc(N2C(=O)c3ccc(C(=O)Nc4ccc(O)cc4C(=O)O)cc3C2=O)no1 | -5% | -2% | ? | -5% | -6% | -12% | ?
CC(c1n[nH]c(=S)n1-c1ccc(Cl)cc1)N(C)C (stereo not drawn) | 4% | -8% | 30% | ? | -28% | ? | 85
O=C(NCCS(=O)(=O)N1CCN(c2ccccc2)CC1)C(c1ccccc1)c1ccccc1 | 1% | 19% | . | 6% | . | . | 59
O=C(Oc1coc(CSc2ncccn2)cc1=O)c1ccco1 | -22% | 4% | -11% | -2% | -17% | -6%[11.5 µM] | -9
CC(C)CCNC(=O)C(C)N(Cc1ccc(F)cc1)C(=O)c1ccc(CN2CCCCC2)o1 (stereo not drawn) | 2% | ? | 0% | 3% | 144%[activator] | 0% | 1
CCCCNC(=O)N(C)c1nc2ccccc2s1 | 0% | 1% | 1% | -3% | 2% | -1% | 138
O=C(CSc1nnnn1-c1ccc(O)cc1)NC1CCCCC1 | -4% | -6% | 6% | 2% | -14% | 9% | 24

# Compound activity deposited in PubChem BioAssay by National Center for Advancing Translational Sciences (NCATS).
